TROY NFkB inh – TROY signaling inhibition | inhibition, % at 10 µM | hit rate 0.98% among 360,000 | AID 1347056 | Q293 LMP1-TROYcd NF-kB luciferase reporter, 4 h;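 active means compounds whose plate-normalised and pattern-corrected inhibition of the luciferase reporter signal at the single screening dose is 50% or more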
NOD2 RIPK2 PPI – blocks binding of human NOD2 to RIPK2; hit rate 0.38% among 360,000; O43353; inhibition, % at 4.98 µM; CHO BLA complementation NOD2-RIPK2, CCF4 ratio; in the data active means inhibition above about 21%;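 further: 0% = vehicle only and 100% = reference blocker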
NR2F2 inh – inhibitors of human COUP-TFII (NR2F2); P24468; HEK293T NGFI-A luciferase reporter, luminescence; inhibition, % at 8.6 µM; hit rate 0.7% among 370,000;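 active means inhibition above a per-plate cutoff, mean inhibition of test wells between control levels plus 3 SD, cut at about 38% in these data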;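 further: cells cotransfected with COUP-TFII expression vector driving the NGFI-A reporter; 0% = median of COUP-TF2 test wells and 100% = reporter-only cells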
C8 TRAIL sens – sensitizes caspase-8 expressing cells to TRAIL; inhibition (viability loss, TRAIL sensitization), % at 10 µM; NB7+C8 cells + TRAIL, ATPlite viability luminescence; hit rate 1% among 360,000;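 active means compounds causing at least 50% loss of cell viability in the single-dose screen, relative to plate controls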
TWEAK-Fn14 inh – inhibitors of TWEAK-Fn14 interaction signaling | TWEAK-stimulated Fn14 reporter cells, luciferase luminescence, 8 h | hit rate 2% among 360,000 | inhibition, % at 10 µM | AID 1159606; in the data active means inhibition above about 50%
NCOA1 inh – inhibits human SRC1 coactivator. Q15788. HEK293 GAL4-SRC1 luciferase reporter, luminescence. inhibition, % at 3.6 µM. hit rate 0.12% among 360,000;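 active means inhibition above the campaign mean plus 3 SD, with each screening campaign given its own cutoff, cut at about 60% in these data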;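 further: 0% = DMSO treated cells and 100% = gossypol at 36 µM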
TLR9-MyD88 inh – inhibitors of human TLR9-MyD88 binding | Q9NR96+Q99836 | CHO BLA complementation TLR9-MyD88, CCF4 FRET ratio | inhibition, % at 4.98 µM | hit rate 0.21% among 340,000 | AID 504734;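 active means inhibition above the mean over all tested compounds plus 3 SD, cut at about 21% in these data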;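 further: 0% = DMSO only wells and 100% = clavulanate BLA inhibitor control wells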
SRC2 inh – inhibits human steroid receptor coactivator 2. Q15596. HEK293 GAL4-SRC2 luciferase reporter, luminescence. inhibition, % at 9 µM. hit rate 0.17% among 370,000. AID 651957;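 active means inhibition above the mean inhibition of all tested compounds plus 3 SD, set per campaign, cut at about 52% in these data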;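 further: 0% = DMSO treated cells and 100% = cells given Gossypol at 36 µM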
Target sequence (Q15596 whole entry, looked up, the tested form may be a part): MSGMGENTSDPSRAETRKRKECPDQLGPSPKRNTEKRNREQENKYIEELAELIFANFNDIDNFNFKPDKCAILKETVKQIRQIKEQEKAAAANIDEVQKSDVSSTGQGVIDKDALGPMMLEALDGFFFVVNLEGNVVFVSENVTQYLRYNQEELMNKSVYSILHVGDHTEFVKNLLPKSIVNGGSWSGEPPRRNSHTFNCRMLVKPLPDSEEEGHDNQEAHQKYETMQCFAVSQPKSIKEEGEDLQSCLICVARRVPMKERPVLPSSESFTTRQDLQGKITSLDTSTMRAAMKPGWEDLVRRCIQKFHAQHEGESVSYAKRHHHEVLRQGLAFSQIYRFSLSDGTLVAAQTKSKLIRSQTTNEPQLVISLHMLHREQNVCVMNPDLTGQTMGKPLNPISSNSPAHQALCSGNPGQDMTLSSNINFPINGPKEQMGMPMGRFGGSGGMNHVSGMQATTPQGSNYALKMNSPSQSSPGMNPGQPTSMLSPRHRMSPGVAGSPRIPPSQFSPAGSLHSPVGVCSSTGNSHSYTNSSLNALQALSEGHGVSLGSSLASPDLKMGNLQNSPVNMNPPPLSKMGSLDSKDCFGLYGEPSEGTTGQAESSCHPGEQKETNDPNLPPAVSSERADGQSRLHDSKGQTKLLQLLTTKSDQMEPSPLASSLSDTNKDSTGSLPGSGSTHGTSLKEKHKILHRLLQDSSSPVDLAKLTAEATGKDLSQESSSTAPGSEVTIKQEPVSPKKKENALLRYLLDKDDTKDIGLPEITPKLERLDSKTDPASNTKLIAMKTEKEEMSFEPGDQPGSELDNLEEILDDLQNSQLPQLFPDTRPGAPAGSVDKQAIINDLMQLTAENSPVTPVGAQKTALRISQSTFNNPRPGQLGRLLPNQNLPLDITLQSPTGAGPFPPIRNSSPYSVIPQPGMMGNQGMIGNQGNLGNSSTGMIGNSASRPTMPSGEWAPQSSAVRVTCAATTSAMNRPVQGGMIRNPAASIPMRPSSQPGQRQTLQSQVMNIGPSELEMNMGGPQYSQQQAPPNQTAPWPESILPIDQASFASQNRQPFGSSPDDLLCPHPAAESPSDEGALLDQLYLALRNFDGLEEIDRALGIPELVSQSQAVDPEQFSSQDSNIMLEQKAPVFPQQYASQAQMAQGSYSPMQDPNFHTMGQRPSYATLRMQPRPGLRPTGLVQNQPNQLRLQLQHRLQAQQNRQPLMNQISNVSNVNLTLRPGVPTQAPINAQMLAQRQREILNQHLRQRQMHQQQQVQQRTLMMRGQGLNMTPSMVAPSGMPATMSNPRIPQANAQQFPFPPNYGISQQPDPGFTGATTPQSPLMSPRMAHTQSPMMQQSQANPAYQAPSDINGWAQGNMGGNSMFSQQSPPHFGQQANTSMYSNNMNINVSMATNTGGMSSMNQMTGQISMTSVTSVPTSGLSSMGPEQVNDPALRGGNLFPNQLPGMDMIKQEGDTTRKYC
LRH-1 inv ag – suppresses constitutive activity of human LRH-1. O00482. HEK293T StAR-luciferase reporter, LRH-1 transfected, 24 h. inhibition, % at 3.6 µM. hit rate 0.13% among 360,000. AID 602396;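 active means inhibition above the mean inhibition of all tested compounds plus 3 SD, cut at about 73% in these data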;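 further: 0% = DMSO wells and 100% = reporter-only cells lacking LRH-1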
EBV LMP1 NFkB – inhibitors of Epstein-Barr LMP1-induced NF-kappaB reporter | hit rate 0.69% among 350,000 | AID 504558 | inhibition, % at 12.5 µM | LMP1-induced NF-kappaB luciferase reporter cells, luminescence; in the data active means inhibition above about 41%;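 further: 0% = neutral control wells and 100% = reference inhibitor control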
NCOA3 inh – human NCOA3 inhibition | Q9Y6Q9 | HEK293 GAL4-SRC3 luciferase reporter, luminescence | inhibition, % at 3.6 µM | hit rate 0.17% among 360,000;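 active means inhibition above a per-campaign cutoff, the mean of all compounds plus 3 SD, cut at about 60% in these data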;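 further: 0% = DMSO-treated cells and 100% = gossypol-treated cells at 36 µM; higher means less SRC3-driven luciferase light from the GAL4 reporter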
* hit, by the source's call; nt = not tested or not shown.

SMILES	TROY NFkB inh	NOD2 RIPK2 PPI	NR2F2 inh	C8 TRAIL sens	TWEAK-Fn14 inh	NCOA1 inh	TLR9-MyD88 inh	SRC2 inh	LRH-1 inv ag	EBV LMP1 NFkB	NCOA3 inh
Cc1nn(-c2ccccc2)c(C)c1C(=O)NNC(=O)C(F)(F)F	4	-10	11	0	5	7	1	-6	2	-3	14
CCCOc1ccc(Cl)cc1CN1CCOCC1	15	-5	-5	0	10	-8	-5	7	11	-3	-3
Cc1sc2nc(C(C)C)nc(SCC(=O)N3c4ccccc4CC3C)c2c1C (stereo unspecified)	-8	-3	9	-4	-18	1	-2	-2	-6	14	0
COc1ccccc1C(=O)Nc1nc2nc(-c3ccccc3)cc(=O)n2[nH]1	8	-2	4	2	-1	3	-5	18	5	4	-2
CCOC(=O)C1(Cc2ccccc2)CCCN(CCCn2cccn2)C1 (stereo unspecified)	12	3	-26	10	2	15	-3	-1	-4	-8	9
Cc1cc(/C=C(/C#N)c2nc3ccccc3[nH]2)c(C)n1-c1cccc([N+](=O)[O-])c1	-3	-5	-2	18	26	-14	3	-35	-12	-16	12
CCCCN(C(=O)CSCc1ccc(C)cc1)c1c(N)n(Cc2ccccc2)c(=O)[nH]c1=O	-9	13	-6	14	-15	-22	-8	-16	-10	7	4
Cc1ccc(C(=O)NCCc2nc3ccccc3[nH]2)cc1[N+](=O)[O-]	-1	-8	-6	-1	13	20	3	-26	11	-8	6
CC(C)(C)c1cc(=O)n(-c2ccccc2)[nH]1	13	1	16	7	-6	-18	4	-29	-22	0	-2
Cc1c(C(=O)N2CCN(C(c3ccccc3)c3ccccc3)CC2)oc2ccccc12	3	-3	27	-10	11	4	-5	7	5	3	-2
O=C(NC1CC1)c1ccc(S(=O)(=O)NC2CCCCCC2)cc1	2	-4	1	9	-3	-9	-7	8	4	3	9
CNC(=O)N(O)C1N(NC(=O)Nc2ccccc2)C(=S)SC1(C)C (stereo unspecified)	-10	0	17	-1	1	9	0	8	-10	3	13
O=C1CC2CC1C(C(=O)O)C2C(=O)O (stereo unspecified)	8	-8	1	-6	15	-4	1	-25	-4	6	-12
CCOC(=O)C1=C(O)/C(=C\c2sccc2C)N=C1C	-6	-11	4	-9	1	-1	-18	9	-2	1	12
N#CC1=C(Nc2ccc(Br)cc2)CCC1	-6	1	-8	-8	7	-10	-1	17	4	-2	12
Cc1cc(O)c(C=Nc2ccc(N3CCOCC3)cc2)c(C)c1Cl	-3	4	2	-1	14	-5	1	-22	8	-1	10
COC(=O)c1cnc(Nc2cc(C)ccc2OC)c2ccccc12	-4	3	7	-7	18	23	2	-12	40	-3	9
Fc1cccc(-c2cc3nc4c(c(N5CCC6(CC5)OCCO6)n3n2)CCCC4)c1	42	-6	-9	-16	54*	-4	-4	-24	-34	-19	-18
CCCCC(=O)Nc1cccc(-c2cn3ccsc3n2)c1	-13	-6	-11	13	-5	-14	-2	-17	-25	-1	-22
Cc1cc2ncn(S(=O)(=O)N3CCOCC3)c2cc1C	-6	-6	16	-10	9	1	-5	-4	4	3	19
COc1ccc(C(=O)NNC(=O)c2cccc(F)c2)cc1	-9	-2	-1	-11	7	-18	0	-20	-13	-2	-2
COc1cc(/C=C2\C(=O)ON=C2c2ccccc2)cc(Cl)c1O	-1	8	6	-8	29	-37	-2	-30	0	0	-2
CCOC(=O)c1c(C)[nH]c(C(=O)OCc2ccc(F)cc2)c1C	-52	5	-7	20	-43	-119	-2	-50	-116	-31	-57
OC[C@@H]1CN(Cc2ccccc2)C[C@H](n2cnc3c(N4CCCC4)ncnc32)O1	-15	1	-13	10	1	-7	nt	-18	15	nt	-4
Clc1ccc(Cc2noc(Cc3ccccc3)n2)cc1Cl	-14	1	-14	-4	-8	19	-6	6	15	1	18
O=C1C(C2=NC(C(=O)O)C3C(=O)N(c4ccc(Cl)cc4)C(=O)C23)=C(O)c2ccccc21 (stereo unspecified)	4	-6	-10	0	-1	6	-10	5	-6	2	-8
O=C(O)CCC(=O)N1N=C(c2cccs2)CC1c1ccc(Br)cc1 (stereo unspecified)	-16	-5	-23	-13	-8	-2	-2	-7	13	-1	-6
O=C(NCc1cccnc1)c1cc(C2CCCCN2C(=O)c2ccc3c(c2)CCO3)on1 (stereo unspecified)	2	-1	-4	2	13	-8	nt	-9	21	nt	7
Cc1ccc2c(c1)NCCO2	22	3	29	6	11	-6	12	-23	0	-5	4
CCN(C(=O)COC(=O)/C=C/c1cccc(Br)c1)C1CCS(=O)(=O)C1 (stereo unspecified)	-10	-2	-6	-9	-16	-8	8	-11	22	0	18
CCN(CC)C(=O)N(CC)Cc1ccccc1	-1	-7	2	-5	-14	9	5	10	-13	2	16
O=C1/C(=C/c2cccnc2)SC(=S)N1c1ccc(F)cc1	-13	2	-22	-15	24	-41	5	5	24	-5	18
O=C(CN1C(=O)/C(=C/c2ccccc2F)Sc2ccccc21)NCc1cccnc1	45	3	18	-2	53*	-20	-3	2	27	12	19
COc1ccc(C(=C(CC(=O)O)C(=O)OC(C)(C)C)c2cc(OC)c(OC)c(OC)c2)cc1OC	-9	-5	13	4	13	11	-7	1	-8	3	4
CCCCN(C(=O)COC(=O)c1sccc1C)c1c(N)n(CCC)c(=O)[nH]c1=O	0	-9	1	-16	-12	13	-3	7	1	-4	11
COc1ccc(Br)c(C(=O)N2CCN(S(=O)(=O)c3cccs3)CC2)c1	7	-3	-1	-10	0	19	-7	-24	-14	-6	18
Fc1ccc(NC(=S)Nc2cccnc2)c(Cl)c1	-27	0	2	0	-17	-6	6	15	-21	-3	4
CC(C)CNC(=O)C1CCN(c2ccc(S(=O)(=O)N3CCOCC3)cc2Cl)CC1	7	-12	8	-7	14	2	1	12	18	15	17
CC(OC(=O)c1ccc2ncsc2c1)C(=O)Nc1ncc(Cl)cc1Cl (stereo unspecified)	9	-12	13	-5	16	-38	-7	11	-12	-4	18
Cc1cc2ccccc2nc1SCC(=O)N1c2ccccc2CC1C (stereo unspecified)	20	2	-3	0	-9	-9	-4	13	-10	3	3
CCCn1nnc(NC(=O)c2ccc(-c3cc(Cl)ccc3Cl)o2)n1	-19	-6	-1	-2	-6	-9	2	5	-21	3	2
CN(C)c1nc(NCc2ccccc2)nc(SCC(=O)Nc2ccccc2)n1	33	0	1	-2	27	6	9	14	-28	1	6
COc1cccc(NC(=S)NN=C2CCCCCC2)c1	-12	-2	8	7	-23	-13	-2	22	-40	-40	-12
CCOc1ccc(NS(=O)(=O)c2ccc(C(=O)N(CC)CC(=O)NCc3cccs3)cc2)cc1	-1	-11	3	-6	-3	-8	-8	10	25	1	2
O=C(NNC(=O)C12CC3CC(CC(C3)C1)C2)c1ccco1	-5	-13	-1	9	-2	-21	-12	0	0	1	18

Complete entries, looked up by structure. Order of screens: TROY NFkB inh	NOD2 RIPK2 PPI	NR2F2 inh	C8 TRAIL sens	TWEAK-Fn14 inh	NCOA1 inh	TLR9-MyD88 inh	SRC2 inh	LRH-1 inv ag	EBV LMP1 NFkB	NCOA3 inh
Entry for `CCN(CC)C(=O)N(CC)Cc1ccccc1` : -1	-7	2	-5	-14	9	5	10	-13	2	16
Entry for `CCOc1ccc(NS(=O)(=O)c2ccc(C(=O)N(CC)CC(=O)NCc3cccs3)cc2)cc1` : -1	-11	3	-6	-3	-8	-8	10	25	1	2

(listing goes on)
SMILES	TROY NFkB inh	NOD2 RIPK2 PPI	NR2F2 inh	C8 TRAIL sens	TWEAK-Fn14 inh	NCOA1 inh	TLR9-MyD88 inh	SRC2 inh	LRH-1 inv ag	EBV LMP1 NFkB	NCOA3 inh
COc1ccc(C(=O)N2CCN(C)C(=O)[C@@H]2C)cc1OC1CCN(C(C)=O)CC1	-9	3	2	-17	19	-5	0	-16	-14	5	-19
COc1cccc(NC(=O)CN(C)C(=O)c2cccc(NS(=O)(=O)c3ccccc3)c2)c1	1	-17	12	-6	-1	-1	8	-4	-19	3	-5
CCOc1ccc(C(=O)NCC(=O)NCCCSc2ccccc2)cc1OCC	10	8	0	-6	-2	1	-6	-1	1	-6	-1
CCOC(=O)C1=C(COC(=O)C(C)(C)Oc2ccc(Cl)cc2)NC(=O)NC1C (stereo unspecified)	-8	-17	-10	-5	-6	1	-8	-18	-15	-4	19
CC[C@@H]1CCCCc2ccccc2[C@H](C(=O)C[C@@H](O)CC(C)=O)OC1=O	15	-1	12	-2	12	-11	-7	17	1	2	11
Cc1nn2c(-c3ccc(Cl)cc3)nnc2s1	11	4	-21	-29	0	4	-2	-15	0	-6	-9
C=CCC(=O)NC1CCCc2c1cnn2-c1cc(F)cc(F)c1 (stereo unspecified)	10	-9	3	-1	-3	-4	3	-5	-11	-2	6
CC(=O)NC(Cc1ccc(F)cc1)C(=O)NC1CCN(C(=O)Nc2cccc(C)c2)CC1 (stereo unspecified)	-14	-3	20	-7	-1	2	9	-7	5	-1	-1
NC(=O)c1ccc(NC(=O)CNC(=O)c2sc3ccccc3c2Cl)cc1	-45	-9	-15	17	-24	0	8	-7	2	4	16
Cc1ccccc1NC(=O)CN1C(=O)COc2ccc(S(=O)(=O)N3CCCC3)cc21	-6	5	13	0	2	1	-5	-2	-7	-4	10
O=C(Nc1ccccc1N1CCOCC1)C1(c2ccc(Cl)cc2)CCC1	-5	0	17	3	9	13	-6	-10	1	2	20
COc1cc(OC)cc(C(=O)NC(C(=O)NCCN(C)C)C23CC4CC(CC(C4)C2)C3)c1 (stereo unspecified)	-27	-3	4	-11	-18	9	1	-3	-3	-2	-14
O=C(C1=C[C@H](c2ccc(Br)cc2)C[C@H](OCc2ccc(CO)cc2)O1)N1CCOCC1	-17	5	17	1	3	-3	0	3	13	0	5
NC(CCc1ccccc1)c1csc(Nc2ccc(C(=O)c3ccccc3)cc2)n1 (stereo unspecified)	12	1	10	24	-17	15	nt	0	11	nt	-12
COC(=O)c1ccc(Cn2nc(-c3cc(C)ccc3C)ccc2=O)cc1	-12	0	-14	-22	-9	-1	1	-11	-11	-8	-2
COCCNC(=O)c1sc2ncn(CC(=O)Nc3ccc(C)c(Cl)c3)c(=O)c2c1C	1	-2	8	-8	-7	-1	-2	-16	-8	-10	2
O=C(CC1CC2CCC1C2)NCCc1ccc(Cl)cc1 (stereo unspecified)	-43	0	1	-1	-7	8	-15	-18	-33	-5	-37
CC(C)(C)OC(=O)N1CCC(c2cc(=O)n3[nH]cc(C(=O)NC4CCCC4)c3n2)CC1	2	1	-1	-3	4	6	0	10	3	1	19
COc1ccc(-c2noc(CN3CCCCC3c3nccn3C)n2)cc1 (stereo unspecified)	-7	-7	16	23	20	10	-16	11	-7	8	16
CSCCC(C(=O)OCC(=O)c1ccc(C)c(C)c1)N1C(=O)c2cc(Cl)c(Cl)cc2C1=O (stereo unspecified)	14	-8	0	-27	10	1	22*	-1	17	3	-6
COc1ccc(CCNS(=O)(=O)c2cn(C)nc2C)cc1OC	-18	2	-8	-12	21	14	1	18	22	-17	21
CCN(CC)c1ccc(/C=C(\C#N)C(N)=S)cc1	-10	-11	-8	-4	-17	-13	-3	-33	18	-7	0
Cc1cccc(NC(=O)c2n[nH]c([N+](=O)[O-])c2Br)c1C	46	-4	-20	4	47	-137	-10	-23	-129	-3	-65

Assay outcomes deposited in PubChem by several laboratories.

These rows are one share of the data; count on the stated rates, not on these rows.
